rTrxR1 inhibitor: rat TrxR1 inhibition | actives 1% (n = 390,000) | Potency, µM (highest dose often 114 µM), inactives show at the top dose activity change, negative = inhibition, most hits filed as inhibitors | AID 588453 | recombinant rTrxR1, NADPH fluorescence consumption, selenite substrate; note: potency is the fitted concentration of half-maximal effect; % is set by controls: 0 for no effect and ±100 for the full control effect; nearly all actives have a fitted effect of over 65% in size
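Rat TrxR1 (90 nM in the dispensed reagent) was pre-reduced with 400 uM NADPH for 5 min at room temperature, then incubated with compound for 15 min. After 400 uM selenite was added, NADPH fluorescence (Ex 340/Em 450 nm) was followed for 8 min.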
PI4K2A inh: blocks human PI4K2A kinase activity; Q9BTU6; purified PI4K2A, ADP-Glo luminescence, 1 h; active compounds read low; activity change, negative = inhibition, % at 76.9 µM; actives 0.13% (n = 420,000); AID 1346378; in the data active = activity change below about -50%; inconclusive = mostly about -30% to -49%;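 note: -100% = wells without enzyme as full effect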
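PI4K2A activity was measured by ADP-Glo luminescence: enzyme (4 ug/mL stock) and phosphatidylinositol (1.2 mM stock) in Tris pH 7.5/MgCl2/EGTA/Triton X-100 buffer were reacted with ATP (300 microM stock) for one hour at ambient temperature.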
IDH1 R132H inh: blocks human mutant IDH1 R132H enzyme; O75874; IDH1-R132H enzyme, NADPH consumption, diaphorase/resazurin fluorescence; Potency, µM (doses to about 76.6 µM), for the others: top-dose activity change, negative = inhibition, usual class: inhibitors; actives 0.093% (n = 390,000); AID 602179; note: potency is the fitted concentration of half-maximal effect; % is set by controls: 0 for no effect and ±100 for the full control effect; nearly all actives have a fitted effect of over 65% in size
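IDH1-R132H (0.5 ug/mL) preincubated 30 min with compound, then NADPH (0.016 mM) and alpha-KG (2 mM) added; 80 min at RT, pH 7.5. Remaining NADPH coupled via diaphorase/resazurin to fluorescence (540/590 nm); concentration-response curves normalized to no-enzyme control.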
TRHR agonist: agonists of human TRH receptor; P34981; TRHR cells, calcium flux fluo-8, FDSS agonist mode; actives 0.18% (n = 360,000); activation, % at 2 µM; AID 493084; in the data active = activation above about 30%; note: 0% is about no effect
Target sequence (P34981 whole entry, looked up): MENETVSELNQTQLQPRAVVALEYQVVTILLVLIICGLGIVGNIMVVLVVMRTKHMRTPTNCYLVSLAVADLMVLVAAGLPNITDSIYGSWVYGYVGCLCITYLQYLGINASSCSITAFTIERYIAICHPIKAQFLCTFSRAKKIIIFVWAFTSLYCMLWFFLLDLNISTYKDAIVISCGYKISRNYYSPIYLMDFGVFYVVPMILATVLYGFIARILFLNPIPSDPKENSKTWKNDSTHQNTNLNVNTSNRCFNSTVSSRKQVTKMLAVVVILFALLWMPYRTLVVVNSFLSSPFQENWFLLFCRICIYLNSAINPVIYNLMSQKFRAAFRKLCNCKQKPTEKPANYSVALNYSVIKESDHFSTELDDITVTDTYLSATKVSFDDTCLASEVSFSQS
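Agonist-mode FDSS calcium read (Ex 480/Em 530, 1 s cycles) in 1536-well TRHR cells with fluo-8 dye, after 10-cycle baseline and 23 nL compound addition; TRH at EC20 (10 nM final) added afterwards for the enhancer phase.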
D2 antagonist: D2 dopamine receptor (human) antagonism; HEK293 TREx D2 cells, calcium flux, dopamine EC80; inhibition, % at 10 µM; actives 2% (n = 340,000); AID 485344; in the data active = inhibition above about 30%; note: 0% is about no effect
Target sequence (P14416 whole entry, looked up): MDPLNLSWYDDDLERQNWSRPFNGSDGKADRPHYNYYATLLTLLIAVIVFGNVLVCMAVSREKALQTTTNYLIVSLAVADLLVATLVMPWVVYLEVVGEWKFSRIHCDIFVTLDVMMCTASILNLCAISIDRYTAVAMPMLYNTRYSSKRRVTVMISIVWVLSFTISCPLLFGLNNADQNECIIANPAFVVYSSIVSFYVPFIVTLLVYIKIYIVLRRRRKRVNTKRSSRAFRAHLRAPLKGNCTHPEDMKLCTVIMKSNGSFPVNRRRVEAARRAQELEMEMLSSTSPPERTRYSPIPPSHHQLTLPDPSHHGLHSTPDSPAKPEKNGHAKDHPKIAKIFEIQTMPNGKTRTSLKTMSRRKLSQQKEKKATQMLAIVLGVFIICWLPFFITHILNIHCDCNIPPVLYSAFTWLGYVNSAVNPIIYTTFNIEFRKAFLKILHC
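Inhibition of EC80 dopamine-driven calcium flux, recorded kinetically, defines activity here; cells are a tetracycline-induced HEK293 T-REx line expressing force-coupled D2.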
TRHR enhancer: allosterically enhances the human TRH receptor | P34981 | TRHR cells, fluo-8 calcium fluorescence, EC20 TRH enhancement | enhancement, % at 2 µM | actives 0.66% (n = 360,000) | AID 493056; in the data active = enhancement above about 30%; note: 0% is about no effect
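Enhancer read-out: after compound pinning and an initial kinetic agonist-mode read, an EC20 of TRH (10 nM final) was injected and fluo-8 calcium signal (Ex 480/Em 530) followed at 1 s/cycle for 100 cycles in TRHR-expressing cells.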
USP1 inh: blocks the human USP1/UAF1 deubiquitinase complex; Potency, µM (doses to about 57.1 µM), without a hit: at the top dose activity change, negative = inhibition, hits mostly inhibitors; AID 743255; actives 0.23% (n = 390,000); recombinant USP1/UAF1, Ub-Rhodamine cleavage fluorescence; note: potency is the fitted concentration of half-maximal effect; % is set by controls: 0 for no effect and ±100 for the full control effect; nearly all actives have a fitted effect of over 60% in size; inactives centre near -12
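USP1/UAF1 complex (1 nM) preincubated 15 min at room temperature with compound, then Ub-Rho substrate (150 nM final) added. Kinetic fluorescence at 480/540 nm over 6 reads at 60 s intervals; 50 mM HEPES pH 7.8, 0.5 mM EDTA, 0.1 mg/ml BSA, 1 mM TCEP, 0.01% Tween-20.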
TrxR1 substrate: rat thioredoxin reductase 1 substrate activity. O89049. purified TrxR1 substrate turnover, NADPH consumption readout. Potency, µM (series often up to 114 µM), inactives show at the highest dose activity change, negative = substrate turnover. actives 0.01% (n = 390,000). AID 588456; note: potency is the fitted concentration of half-maximal effect; % is set by controls: 0 for no effect and ±100 for the full control effect; nearly all actives have a fitted effect of over 50% in size
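Rat TrxR1, dispensed at 90 nM, was prereduced with 400 uM NADPH (final) for 5 min at ~22 deg C, then incubated with compound 15 min before 400 uM selenite. A first-read NADPH fluorescence drop versus no-compound background flagged substrates.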
D2 agonist: D2 dopamine receptor (human) agonism; activation, % at 2 µM; actives 0.53% (n = 340,000); HEK293 T-REx D2 cells, calcium flux agonist mode; P14416;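 active = activation over 3 SD above normal in the single-dose calcium agonist read, cut at about 30% in these data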; note: 0% is about no effect
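Agonism is scored from calcium flux in a force-coupled, inducible HEK293 cell line expressing D2, read kinetically for 180 s after compound addition against dopamine controls.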
Starred values were filed as active, the others as inactive; ? = inconclusive; . = not tested or not shown; & = joins results of further samples; [ ] = dose if it differs, or a comment. Unless noted, calls come from the whole dose curve; as a rule, active = well fitted inhibition curve with a large enough effect; inconclusive = small, poorly fitted or top-dose-only effect; inactive = no such curve, though single readings can be large or run the other way. This is a random part of the collection; overall some 3.9% were active at least once.

Abbreviations: A = rTrxR1 inhibitor; B = PI4K2A inh; C = IDH1 R132H inh; D = TRHR agonist; E = D2 antagonist; F = TRHR enhancer; G = USP1 inh; H = TrxR1 substrate; I = D2 agonist
C=C(C)c1cccc(C(C)(C)NC(=O)N2CCN(c3ccc(OC)cc3)CC2)c1
  A: 6%[57.1 µM]; B: 2; C: 1%; D: -0.3; E: 1; F: -3; G: -11%; H: 11%[57.1 µM]; I: -0.7
COC(=O)c1ccccc1NC(=O)NCc1ccc2c(c1)CCN2C(=O)c1ccccc1
  A: 22%[57.1 µM]; B: 0; C: -2%; D: -0.3; E: .; F: 0; G: -8%; H: 1%[57.1 µM]; I: 1.1
CCN(CC)c1ccc(/C=N/NC(=O)CNC(=O)/C=C/c2ccco2)cc1
  A: ?; B: -8; C: -13%; D: -1.1; E: 15; F: -2; G: -6%; H: -4%; I: -0.2
N#CCCN(CCC#N)C(=S)NC1CC2C=CC1C2 (centres undefined)
  A: 12%; B: -5; C: 14%; D: 0.5; E: .; F: -2; G: -18%; H: 5%; I: .
COc1cccc(NC(=O)CN(C)C(=O)CNC(=O)c2ccccc2F)c1
  A: 17%; B: 1; C: -11%; D: 1.2; E: .; F: -3; G: -18%; H: 5%; I: .
CCn1cc(CN2CCC(n3nccc3NC(=O)CCOc3ccccc3)CC2)c(C)n1
  A: 4%; B: 0; C: -3%; D: 0.3; E: -18; F: 3; G: -20%; H: 0%; I: 0.5
CCSc1cc(C2C(C#N)=C(N)OC(C)=C2C(=O)OC)c(C)o1 (centres undefined)
  A: ?; B: 2; C: 16%; D: 0.1; E: -12; F: 4; G: -8%; H: 0%; I: -1.6
CC(C)n1c(CCC(=O)O)ccc1-c1ccccc1
  A: ?; B: -1; C: -10%; D: -0.1; E: .; F: 6; G: -2%; H: 15%; I: .
COc1cccc(CNc2ccc(N3CCC(C)CC3)cc2)c1OC
  A: -28%[57.1 µM]; B: -5; C: 10%; D: 0.3; E: .; F: -2; G: -13%; H: 6%[57.1 µM]; I: .
Cc1c(C#N)sc(C(N)=O)c1C
  A: 6%; B: 4; C: 7%; D: 0.8; E: -15; F: -2; G: -13%; H: -1%; I: 0.1
O=C1C=CC(=Nc2ccc3c(c2)Cc2ccccc2-3)O1
  A: -3%[2.29 µM]; B: -1; C: -3%; D: .; E: .; F: .; G: ?; H: 5%[57.1 µM]; I: .
Cc1cccc(OCc2nnc(SCC(=O)Nc3nccs3)o2)c1
  A: 32%; B: -8; C: -3%; D: 0.2; E: 15; F: -2; G: -27%; H: 15%; I: 0.9
CCOC(=O)C1CCCN(CCC(=O)Nc2ccc(OC)cc2OC)C1 (centres undefined)
  A: 5%; B: -3; C: 29%; D: -0.2; E: .; F: -2; G: -9%; H: 2%; I: .
CCc1c(C)nc2nncn2c1NCc1ccc(OC)cc1
  A: 11%; B: -5; C: .; D: 0.0; E: .; F: 0; G: 26%; H: 4%; I: 3.0
CCCn1cnc2cc(NC(=O)c3cc(OC)c(OC)c(OC)c3)ccc21
  A: 24%; B: 2; C: -13%; D: -0.2; E: .; F: -4; G: 7%; H: 6%; I: -0.7
COc1cc(CNCCO)cc(Cl)c1OCc1ccccc1Cl
  A: 28%[57.1 µM]; B: 4; C: 3%; D: 0.5; E: 8; F: -1; G: -5%; H: -3%[57.1 µM]; I: -0.2
CCCCC(=O)Nc1ccc2c3c(cccc13)C(=O)N2CC
  A: -3%; B: 0; C: 10%; D: -0.3; E: -1; F: 1; G: -11%; H: -3%; I: -0.3
COc1cccc(NC(=O)CC2Oc3ccccc3NC2=O)c1 (centres undefined)
  A: 9%&3%; B: -4&-1; C: 4%&-14%; D: 0.6&-0.3; E: 3; F: 9&8; G: -5%&0%; H: 3%&-7%; I: 0.5&0.0
O=C(NC(Cc1ccccc1)C(=O)O)c1ccccc1 (centres undefined)
  A: 5%[57.1 µM]; B: 5; C: 6%; D: -0.7; E: 16; F: 0; G: -6%; H: -3%[57.1 µM]; I: 0.2
COc1ccc(C(=O)NC(=O)CSc2nc3nc(C)cc(C)n3n2)cc1
  A: -10%; B: 4; C: 0%; D: .; E: .; F: .; G: -14%; H: -5%; I: .
O=C(c1ccccc1)c1cnc(-c2ccc(Cl)cc2)s1
  A: -7%; B: 3; C: 0%; D: .; E: .; F: .; G: -19%; H: 0%; I: .
COc1ccccc1C(=O)Nc1ccc(OCC(=O)N2C(C)CCCC2C)cc1 (centres undefined)
  A: -1%; B: -1; C: -1%; D: -0.3; E: -4; F: -1; G: -24%; H: -5%; I: -0.4
CCOC(=O)N1CCN(C(=O)c2ccc3c(=O)n(Cc4ccccc4OC)c(=S)[nH]c3c2)CC1
  A: -15%[57.1 µM]; B: -2; C: 0%; D: -0.1; E: .; F: 2; G: -9%; H: 1%[57.1 µM]; I: .
CCCCN1C(=O)C2C3C=CC(C2C1=O)C1C2C(=O)N(CCCC)C(=O)C2C31 (centres undefined)
  A: 10%; B: 0; C: 3%; D: -0.1; E: 9; F: 11; G: -14%; H: 0%; I: -1.1
C=CCOC(=O)CCCC(=O)NC1CCCCC1
  A: -2%[57.1 µM]; B: 3; C: 2%; D: 1.1; E: 7; F: -3; G: -8%; H: -10%[57.1 µM]; I: 0.9

Quoted at random: 3 records from the list
Abbreviations: A = rTrxR1 inhibitor; B = PI4K2A inh; C = IDH1 R132H inh; D = TRHR agonist; E = D2 antagonist; F = TRHR enhancer; G = USP1 inh; H = TrxR1 substrate; I = D2 agonist
COc1ccc(C(=O)NC(=O)CSc2nc3nc(C)cc(C)n3n2)cc1
  A: -10%; B: 4; C: 0%; D: .; E: .; F: .; G: -14%; H: -5%; I: .
CCN(CC)c1ccc(/C=N/NC(=O)CNC(=O)/C=C/c2ccco2)cc1
  A: ?; B: -8; C: -13%; D: -1.1; E: 15; F: -2; G: -6%; H: -4%; I: -0.2
CC(C)n1c(CCC(=O)O)ccc1-c1ccccc1
  A: ?; B: -1; C: -10%; D: -0.1; E: .; F: 6; G: -2%; H: 15%; I: .

The results go on:
Abbreviations: A = rTrxR1 inhibitor; B = PI4K2A inh; C = IDH1 R132H inh; D = TRHR agonist; E = D2 antagonist; F = TRHR enhancer; G = USP1 inh; H = TrxR1 substrate; I = D2 agonist
Cc1ccc(NC(=O)c2ccc(NC3=NC4CS(=O)(=O)CC4S3)cc2)cc1 (centres undefined)
  A: -6%; B: -8; C: 6%; D: 1.1; E: -6; F: -3; G: ?; H: -4%; I: 0.6
Cc1cc(NS(=O)(=O)c2cccc([N+](=O)[O-])c2)no1
  A: 19%; B: 5; C: -1%; D: 0.5; E: -7; F: 2; G: -13%; H: 2%; I: -0.1
Cc1cc(C)cc(OCc2ccc(C(=O)O)o2)c1
  A: 14%[57.1 µM]; B: 2; C: 2%; D: -0.1; E: 3; F: -7; G: -12%; H: 7%[57.1 µM]; I: 0.2
COc1ccc(CN(C(C)=O)c2cccc(C)c2C)cc1
  A: 15%; B: 0; C: 4%; D: -0.3; E: 5; F: -2; G: -24%; H: 8%; I: -0.7
O=C(N/N=C/c1ccc(Br)s1)c1c[nH]c2ccccc12
  A: -20%; B: 2; C: -1%; D: 0.3; E: 34*; F: 4; G: -1%; H: -23%; I: 0.8
Cc1c(NC(=O)c2ccc(S(=O)(=O)N3CCOCC3)cc2)c(=O)n(-c2ccccc2)n1C
  A: 19%; B: -3; C: 2%; D: 0.5; E: -4; F: -5; G: -11%; H: 4%; I: 0.1
O=C(CO/N=C/c1ccc(OC(F)F)cc1)NC1CCCCC1
  A: 27%; B: -3; C: -2%; D: -0.6; E: 17; F: -6; G: -11%; H: -3%; I: 2.6
Cc1cccc(N2C(=O)CCSC23C(=O)N(Cc2ccc(F)cc2)c2ccccc23)c1 (centres undefined)
  A: 12%; B: -2; C: ?; D: -0.4; E: .; F: 15; G: ?; H: -12%; I: -0.3
COC(=O)c1c(NC(=S)NN2CCN(C)CC2)sc2c1CCC(C)C2 (centres undefined)
  A: 2%[57.1 µM]; B: -2; C: 1%; D: -0.2; E: -2; F: 1; G: -7%; H: -3%[57.1 µM]; I: 0.2
O=C(OCn1nnc2ccccc2c1=O)c1ccc2c(=O)n3c(nc2c1)CCC3
  A: -19%; B: -2; C: 11%; D: -0.6; E: -4; F: 7; G: -14%; H: -5%; I: 0.4
CCC(=O)N1CCc2cc(S(=O)(=O)NC(Cc3ccccc3)C(=O)O)ccc21 (centres undefined)
  A: 38%[activator]; B: -9&-1; C: 16%&14%; D: 0.0&0.1; E: 1; F: -3&0; G: ?; H: 10%; I: 0.3&-0.5
c1ccc2c3c([nH]c2c1)C1(CCCCC1)NCC3
  A: -1%; B: -1; C: 3%; D: -0.6; E: -5; F: 2; G: 15%; H: -7%; I: -2.0
CC(C)c1nnc(NC(=O)CCC(=O)NC2CCCc3ccccc32)s1 (centres undefined)
  A: 4%[57.1 µM]; B: 5; C: -2%; D: -0.2; E: -13; F: -4; G: -15%; H: -12%; I: -1.0
Cc1nc(C(=O)NC2CCCCC2)sc1C1(C)CC(c2cccc([N+](=O)[O-])c2)=NO1 (centres undefined)
  A: 29%[57.1 µM]; B: 4; C: 7%; D: 1.1; E: -6; F: -3; G: -15%; H: 6%[57.1 µM]; I: 1.7
N#Cc1ccc(CO/N=C/c2ccccc2)cc1
  A: 17%[57.1 µM]; B: 4; C: 3%; D: -0.5; E: 2; F: 3; G: -7%; H: 2%[57.1 µM]; I: -1.6
CC1CCCCN1C(=O)Cn1c(=O)oc2cc(S(=O)(=O)N3CCCCC3)ccc21 (centres undefined)
  A: 26%; B: -2; C: 2%; D: 0.5; E: -24; F: 2; G: -12%; H: 4%; I: 0.1
C=CCC1(NCc2ccco2)CCN(CC)CC1
  A: -5%; B: 2; C: -23%; D: 0.1; E: 0; F: 1; G: -6%; H: -1%; I: 0.0
O=C(NCc1cccnc1)c1cn(-c2ccccc2)nc1-c1ccccc1
  A: -1%[57.1 µM]; B: -2; C: -1%; D: -0.4; E: 44*; F: -1; G: -4%; H: -3%[57.1 µM]; I: -1.2

Compound activity from PubChem BioAssay.
